Screening results as filed in PubChem BioAssay.
D2 PAM – D2 dopamine receptor (human) potentiation; 340,000 compounds, 0.34% hits; potentiation, % at 10 µM; HEK293 T-REx D2, calcium flux, EC20 dopamine potentiation; P14416;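 active means potentiation over 3 SD above the plate norm, cut at about 30% in these data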; further: 0% is about no effect
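Calcium flux readout, no-wash dye, 1 read/s. Inducible HEK293 Trex D2 line, overnight 30 C. Compound alone 180 s (agonist flags), then EC20 dopamine, another 180 s to score potentiation.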
GRP78 ERSR act – induces the endoplasmic reticulum stress response in human glioma cells; U87-MG GRP78 promoter luciferase reporter, 16 h; Potency, µM, inactives show top-dose activation, hits mostly activators; 420,000 compounds, 0.02% hits; AID 602332; further: potency means the concentration at half of the fitted maximal effect; series mostly up to about 76 µM; % of control where 0% means no effect; nearly all actives have a fitted effect of over 35% in size
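ERSR induction read as luciferase luminescence (Bright-Glo, 10 min at room temperature) in stably transfected human U87-MG glioma cells exposed to compounds for 16 h, using GRP78 as sensor.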
D1 antagonist – antagonists of human D1 dopamine receptor | AID 504652 | P21728 | 360,000 compounds, 3.2% hits | activity change, negative = inhibition, % at 10 µM | HEK293 TREx D1 cells, calcium flux, dopamine EC80; stronger effect = lower value; in the data active means activity change below about -30%; further: on the % scale 0 is the no-effect control and ±100 the full control effect
Target sequence (P21728 whole entry, looked up): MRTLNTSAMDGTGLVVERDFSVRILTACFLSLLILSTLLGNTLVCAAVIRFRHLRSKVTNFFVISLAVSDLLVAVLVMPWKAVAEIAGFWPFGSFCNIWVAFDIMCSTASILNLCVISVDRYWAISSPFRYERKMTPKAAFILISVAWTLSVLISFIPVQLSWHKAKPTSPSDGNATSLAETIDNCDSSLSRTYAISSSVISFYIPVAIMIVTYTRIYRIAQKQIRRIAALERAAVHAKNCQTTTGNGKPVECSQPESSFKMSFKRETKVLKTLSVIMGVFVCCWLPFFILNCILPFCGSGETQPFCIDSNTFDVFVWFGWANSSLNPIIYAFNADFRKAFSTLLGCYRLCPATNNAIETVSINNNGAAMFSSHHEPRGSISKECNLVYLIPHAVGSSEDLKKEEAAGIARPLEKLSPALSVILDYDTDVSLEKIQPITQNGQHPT
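Tetracycline-induced HEK293 T-REx cells with force-coupled D1 receptor were loaded with a no-wash calcium dye. Compound was added after a 10 s baseline and read kinetically for 180 s; EC80 dopamine was then added and calcium flux followed another 180 s.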
RXFP1 ag – agonists of human relaxin receptor RXFP1; Q9HBX9; HEK293T-RXFP1 cAMP TR-FRET, 30 min; response scale: percent of porcine relaxin response, buffer zero; Potency, µM (highest dose often 57.5 µM), without a hit: at the top dose activation, actives largely listed as activators; 370,000 compounds, 0.3% hits; AID 2676; further: potency means the concentration at half of the fitted maximal effect; on the % scale 0 is the no-effect control and ±100 the full control effect; nearly all actives have a fitted effect of over 60% in size; many of its hits are not listed in these tables
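cAMP rise read by TR-FRET after 30 min, 37C compound exposure (up to 58 uM) in RXFP1-transfected HEK293 cells with Ro 20174 present. EC50 from Hill-equation fits, with 29 nM porcine relaxin as 100% and buffer as basal.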
D1 agonist – agonists of human D1 dopamine receptor; HEK293 T-REx D1 cells, calcium flux, agonist mode; activation, % at 2 µM; 360,000 compounds, 1% hits; AID 504660; in the data active means activation above about 30%; further: 0% is about no effect
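Tetracycline-induced HEK293 TREx D1 cells, force-coupled to calcium signalling, were dye-loaded with a no-wash calcium kit. Compound was pin-added after a 10 s baseline. Fluorescence was read kinetically at 1 cycle/s for 180 s, with calcium rises flagged as agonism.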
Vif-A3F inh – inhibitors of Vif-A3F interaction. HeLa A3F-eYFP + Vif (tagged APOBEC3F with the HIV-1 protein that degrades it), YFP fluorescence increase. Potency, µM (doses to about 46.1 µM), for inactives: at the top dose activity, negative = active. 390,000 compounds, 0.2% hits. AID 602313; further: potency means the concentration at half of the fitted maximal effect; % of control where 0% means no effect; nearly all actives have a fitted effect of over 65% in size
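Fluorescence increase (Ex 488/Em 500-530) after overnight compound treatment at 37 deg C flags inhibition of Vif-driven A3F-eYFP loss in stable HeLa A3F-eYFP/Vif cells seeded overnight beforehand.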
Vif-A3G inh – inhibitors of Vif-APOBEC3G interaction; AID 602310; Potency, µM (doses to about 46.1 µM), inactives show at the highest dose activity, negative = active, actives largely listed as inhibitors; 410,000 compounds, 0.076% hits; HeLa A3G-eYFP + Vif (tagged APOBEC3G with the HIV-1 protein that degrades it), YFP fluorescence, overnight;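 further: potency means the concentration at half of the fitted maximal effect; on the % scale 0 is the no-effect control and ±100 the full control effect; nearly all actives have a fitted effect of over 60% in size; hits raise eYFP signal because A3G escapes Vif-driven loss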
Target sequence (Q9HC16 whole entry, looked up): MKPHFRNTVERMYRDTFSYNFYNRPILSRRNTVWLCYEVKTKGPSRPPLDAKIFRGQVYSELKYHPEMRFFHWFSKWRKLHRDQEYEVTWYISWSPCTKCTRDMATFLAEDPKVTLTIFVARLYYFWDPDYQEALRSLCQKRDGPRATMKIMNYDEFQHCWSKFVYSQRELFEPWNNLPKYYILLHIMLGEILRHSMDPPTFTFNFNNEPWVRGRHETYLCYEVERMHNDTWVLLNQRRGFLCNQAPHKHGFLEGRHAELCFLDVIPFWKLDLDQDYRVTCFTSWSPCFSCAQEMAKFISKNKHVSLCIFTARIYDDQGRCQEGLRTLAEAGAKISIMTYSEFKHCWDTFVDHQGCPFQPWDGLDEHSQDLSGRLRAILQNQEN
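HeLa cells stably expressing Vif and C-terminally eYFP-tagged A3G, seeded overnight at 37 deg C, then exposed to compound by pintool overnight at 37 deg C. Rise in yellow fluorescence (Ex 488/Em 500-530, Acumen) marks blocked Vif-driven A3G degradation.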
D1 PAM – enhances dopamine response at the human D1 receptor; P21728; HEK293 TREx D1 cells, calcium flux, dopamine EC20 potentiation; potentiation, % at 10 µM; 360,000 compounds, 0.036% hits; in the data active means potentiation above about 30%; further: 0% is about no effect
RXFP1 antagonist – antagonists of human relaxin receptor RXFP1; Q9HBX9; HEK293-RXFP1, relaxin-stimulated cAMP HTRF, 30 min; stronger effect = lower value; activity change, negative = inhibition, % at 57.5 µM; 350,000 compounds, 0.59% hits;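 active means activity change of -60% or lower, but not beyond a set lower limit; inconclusive means change between -60% and -40%, or beyond the set limit; inactive means change above -40%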; further: on the % scale 0 is the no-effect control and ±100 the full control effect
* marks the source's active call; other numbers are inactive results; ? = inconclusive; . = no result given; & = joins results of further samples. Unless noted, the call rests on the fitted dose curve; in most records, active means well fitted curve in the direction sought with a large enough effect; inconclusive means small, poorly fitted or top-dose-only effect, or another doubt; inactive means no such curve, though single readings can be large; an effect the other way counts as inactive or inconclusive. Some of the compounds tested (hit frequency here may not be typical).

SMILES	D2 PAM	GRP78 ERSR act	D1 antagonist	RXFP1 ag	D1 agonist	Vif-A3F inh	Vif-A3G inh	D1 PAM	RXFP1 antagonist
O=C(NCCc1ccccc1)c1ccc(CSc2nc3ccncc3n2Cc2ccc(F)cc2)cc1	-3	0%	-5	4.8%	8	-1%	-6%	1	-12
O=C(NC1CCCC1)c1ccc(CSc2nc3cccnc3n2Cc2cccc(F)c2)cc1	-13	-1%	-3	3.9%	0	2%	-1%	-2	0
Cc1ccc(OCC(=O)N/N=C/c2cccn2C)cc1C	-13	2%	4	-0.8%	3	0%	-2%	-13	-5
O=C(NCCCN1CCOCC1)c1ccc2c(=O)n(Cc3ccc(Cl)cc3)c(=S)[nH]c2c1	.	0%	-22	0.1%	5	-22%	6%	-7	-10
CCOC(=O)c1ccc(-c2nnc(-c3ccc(Cl)cc3Cl)o2)cc1	-7	6%	3	1.6%	5	4%	0%	-1	-12
CNCc1ccc(OCc2ccccc2)c(OC)c1	-5	6%	-2	-0.1%	9	2%	1%	-3	2
CNC(=O)c1c(N)sc2c1CCCCC2	7	.	-12	1.4%	0	.	.	-2	.
CC(=O)Nc1ccc(S(=O)(=O)N2CCN(C(=O)N3CCCCC3)CC2)cc1	7	-2%	-12	-0.6%	1	-9%	1%	-16	-12
O=C1C2C3C=CC(CNS(=O)(=O)c4ccccc4)(O3)C2C(=O)N1c1ccc(Cl)cc1 (stereo not given)	-6	-6%	4	-0.6%	5	-19%	-2%	-6	-8
O=C(NNC1=Nc2cccc3cccc1c23)c1ccccc1Br	-7	0%	-12	3.1%	11	?	-27%	-3	2
O=C(COC(=O)C1CC2CCCC(C1)C2=O)Nc1nc(-c2ccc(F)c(F)c2)cs1 (stereo not given)	3	-2%	-15	0.2%	0	-26%	1%	-6	-8
Cc1ccccc1-n1nnnc1SC(C)C(=O)Nc1ccc(N2CCN(C)CC2)cc1 (stereo not given)	-3	-3%	-68*	0.8%	14	0%	5%	-10	16
COC(=O)CSc1cc(C)nc(SC)n1	5	-5%	8	1.5%	1	4%	7%	0	10
Cc1cccc(N(Cc2cc3cc(C)ccc3[nH]c2=O)C(=O)c2cccs2)c1	1	-3%	15	13%	3	-2%	2%	2	-2
O=C(CCCn1c2ccccc2c(=O)c2ccccc21)Nc1ccc(F)cc1Cl	.	0%	2	8.5%	-2	2%	0%	0	1
CC1=C(C(=O)c2ccccc2)C(c2cn(-c3ccccc3)nc2-c2ccc(Cl)cc2)NC(=S)N1 (stereo not given)	-5	-3%	-19	3.0%	2	-3%	0%	-2	8
Nc1[nH]nc2nc(N3CCCC3)nc(-c3ccccc3)c12	-7	1%	-1	0.0%	2	8%	-4%	-4	-16
O=C(NCCc1ccccc1)C(=O)NCC(c1ccco1)N1CCOCC1 (stereo not given)	3	2%	-9	-0.3%	4	3%	0%	-2	13
CCOc1ccc(CC(=O)N2CCN=C2SC)cc1	8	16%	3	3.1%	3	2%	-1%	-3	-6
CC1=C(C(=O)N(C)C)CC(CC(=O)NCCN2CCOCC2)C(=O)N1CCC1=CCCCC1 (stereo not given)	.	-4%	.	.	.	-6%	1%	.	6
N#CC1=C(N)Oc2n[nH]c(-c3ccccn3)c2C1c1c(F)cccc1Cl (stereo not given)	-10	2%	-31*	-0.8%	2	0%	-19%	-7	-1
Nc1ccc(Nc2nc(-c3ccncc3)cs2)cc1	-1	5%	-1	-2.6%	1	-11%	-1%	-9	1
Cc1c(C)c2cc3c4c(oc3c(C)c2oc1=O)CCCC4	5	-2%	34	4.3%	0	1%	-4%	9	3
COc1cc(-n2nnnc2SC)c(OC)cc1Cl	-1	2%	36	1.5%	5	2%	-1%	1	1
CCOC(=O)C1=C(COC(=O)/C=C/c2ccc(F)cc2)NC(=O)NC1C (stereo not given)	.	0%	.	.	.	0%	1%	.	3

Next section
SMILES	D2 PAM	GRP78 ERSR act	D1 antagonist	RXFP1 ag	D1 agonist	Vif-A3F inh	Vif-A3G inh	D1 PAM	RXFP1 antagonist
COCCCN1C(=O)C(CC(=O)NC2CCCCC2)CC(C(=O)N(C)C)=C1C (stereo not given)	.	1%	.	.	.	-1%	1%	.	3
COc1ccc([N+](=O)[O-])cc1NC(=O)Cn1ccc(C(F)(F)F)n1	8	-1%	-9	-0.2%	5	0%	-4%	0	-12
O=C(COC(=O)c1cc(-c2ccc(F)cc2)nc2ccccc12)NCC1CCCO1 (stereo not given)	4	5%	-4	3.0%	1	-2%	1%	0	-14
O=C(Nc1cccc(-c2nc3cc(Cl)ccc3o2)c1)C1CCCO1 (stereo not given)	2	1%	-19	-1.4%	0	1%	-2%	-1	-37
Cc1nc(C)c(-c2ccc(SCC(=O)Nc3ccc(F)c(F)c3)nn2)s1	-8	4%	-20	?	9	0%	6%	-5	-25
COC(=O)NC(Nc1sc2c(c1C(N)=O)CCCC2)(C(=O)OC)C(F)(F)F (stereo not given)	16	-3%	16	-4.3%	3	-8%	-3%	-1	-13
c1ccn2c(Cc3nnc4ccccn34)nnc2c1	0	-1%	-12	22%	2	-8%	1%	2	7
CC(C)c1ccc(N(C(=O)c2snc(C(N)=O)c2N)C(C(=O)NCC2CCCO2)c2ccc(N(C)C)cc2)cc1 (stereo not given)	12	-6%	48	?	57*	-3%	-19%	3	-74*
CSc1nc2ccccc2n1CC(=O)Nc1c(C)cccc1C	14	-3%	-7	-0.6%	0	9%	2%	3	1
COc1cc(C)ccc1OCc1cc(C(=O)NC(C)Cn2cncn2)no1 (stereo not given)	5	3%	9	0.5%	2	4%	1%	-2	-15
Cn1cc(S(=O)(=O)N2CCCC2)cc1C(=O)O	.	-3%	.	.	.	3%	3%	.	5
CC(=O)N1CCCc2cc(S(=O)(=O)NCCC3=CCCCC3)ccc21	-10	-2%	-30*	-2.2%	13	7%	0%	-7	1
CC(=O)N1CCN(Cc2nc3ccc(Cl)cc3n2CCO)CC1	8	-5%	-1	1.0%	0	1%	2%	-8	-17
Cc1csc(NC(=O)CSc2nc(C)cs2)n1	-11	-2%	0	-1.2%	6	-4%	-4%	-2	-8
CC(C)(C)n1nc2c(c1NC(=O)COc1ccc(Cl)cc1)CSC2	-7	-2%	12	-0.1%	2	9%	1%	8	0
CCS(=O)(=O)c1oc(-c2ccc(F)cc2)nc1S(=O)(=O)c1ccccc1	2	.	29	-1.4%	10	.	.	4	-107*
COC(=O)c1cc(NC(=O)CSC2=NCCS2)cc(C(=O)OC)c1	0	-2%	-2	0.9%	1	-9%	-3%	0	2
CN(C(=O)COC(=O)c1n[nH]c(=O)c2ccccc12)c1ccccc1	7	1%	14	0.0%	0	0%	1%	-4	-3
COc1ccc(NS(=O)(=O)c2cccc(C(=O)OCC(=O)NC3CC3)c2)cc1	.	-6%	7	7.4%	5	2%	-2%	-4	8
O=C(COC(=O)Cc1ccc(Br)cc1)NCC1CCCCC1	-3	-2%	-1	-1.9%	3	-1%	14%	-7	-22
CCOC(=O)Cn1c(=NC(=O)c2nc3ccccc3s2)sc2cc(S(N)(=O)=O)ccc21	-9	-4%	3	24%	2	?	-18%	0	-30
Cc1ccc(-n2nc(-c3ccco3)cc2C(=O)O)cc1	16	0%	5	-1.3%	2	-14%	0%	2	8
COc1ccc(CN(CC2CCC(C(=O)O)CC2)C(=S)Nc2ccccc2C)cc1 (stereo not given)	-10	-3%	9	0.5%	3	10%	-6%	4	-6
CCCOc1cc(N)ccc1C(=O)OCCN(CC)CC	4	-1%&1%	-6	-1.6%	-1	5%	2%	-7	.
CC1(C(=O)Nc2ccc3c(c2)OCCO3)CC1(Cl)Cl (stereo not given)	-6	11%	-15	0.1%	3	-2%	-6%	-5	-6

Structures above with a thiophene ring, fused or not:
SMILES	D2 PAM	GRP78 ERSR act	D1 antagonist	RXFP1 ag	D1 agonist	Vif-A3F inh	Vif-A3G inh	D1 PAM	RXFP1 antagonist
CNC(=O)c1c(N)sc2c1CCCCC2	7	.	-12	1.4%	0	.	.	-2	.
Cc1cccc(N(Cc2cc3cc(C)ccc3[nH]c2=O)C(=O)c2cccs2)c1	1	-3%	15	13%	3	-2%	2%	2	-2
COC(=O)NC(Nc1sc2c(c1C(N)=O)CCCC2)(C(=O)OC)C(F)(F)F (stereo not given)	16	-3%	16	-4.3%	3	-8%	-3%	-1	-13

(listing goes on)
SMILES	D2 PAM	GRP78 ERSR act	D1 antagonist	RXFP1 ag	D1 agonist	Vif-A3F inh	Vif-A3G inh	D1 PAM	RXFP1 antagonist
NS(=O)(=O)c1cccc(NC(=O)CSc2ncc(C(F)(F)F)cc2Cl)c1	-2	-3%	-6	2.7%	1	-11%	-2%	7	3
O=C(Nc1nccs1)c1cccc(NC(=O)c2ccco2)c1	15	2%	9	-1.2%	-1	0%	-2%	6	-26
C=C(C)Cn1c(SCCN2CCOCC2)nc2c1c(=O)[nH]c(=O)n2C	1	-5%	0	4.4%	1	.	2%	3	-15
O=C1CCCc2[nH]nc(-c3cccnc3)c21	2	-4%	0	0.0%	0	-2%	-10%	-3	0
CCOc1ccc(-c2oc3ccccc3c(=O)c2O)cc1OCC	2	-2%	4	?	7	3%	3%	-2	-1
Cc1ccc([C@@H]2[C@@H]3C(=O)N(C)C(=O)[C@@H]3[C@]3(C)C(=O)N(Cc4ccccn4)CC(=O)N23)o1	-4	-4%	7	-0.5%	1	-5%	2%	2	.
C[C@@H](NC(=O)[C@@H]1Cc2ccccc2CN1)C(=O)NC1CCCC1	7	-5%	3	-0.1%	4	12%	-2%	9	0
Cc1c(C(=O)OC(C)C)sc2nc[nH]c(=O)c12	-4	-1%	-3	4.2%	3	-4%	-5%	0	6
CC1=C(c2ccc(C)c(C)c2)S(=O)(=O)N=C1N1CCN(c2cccc(C(F)(F)F)c2)CC1	-14	-1%	2	1.7%	5	-13%	5%	0	3
O=C(N/N=C1\CC(c2ccccc2)Oc2ccccc21)c1cccnc1 (stereo not given)	.	-4%	1	0.5%	4	?	-7%	-2	-16
CCC(C)CNC(=O)c1cccc(OC2CCN(CC(C)(C)C)CC2)c1 (stereo not given)	.	-2%	.	.	.	22%	5%	.	4
